# GPR55 LPI antagonism: GPR55 antagonists blocking LPI-driven arrestin recruitment, primary screen, imaging, U2OS, beta-arrestin-GFP, LPI agonist (AID 2013); U2OS GPR55 beta-arrestin-GFP translocation imaging, LPI antagonism; higher % means a stronger effect; inhibition, % at 10 µM; hits with a dose series show IC50 in µM; actives 0.13% (n = 290,000);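 active = spots per cell inhibited over 60%, with over 100 cells counted and total cytoplasm intensity under 500,000; inconclusive = wells with under 100 cells, flagged as likely toxic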;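 note: U2OS cells stably carrying GPR55 and arrestin-GFP stimulated by 5 µM LPI near EC80; imaged beta-arrestin-GFP aggregate spots per cell after agonist stimulation; plate controls were LPI-stimulated DMSO wells for no effect and DMSO wells without LPI for full effect; some results filed as inactive read as strong as hits; confirmed hits need IC50 under 10 µM and bright autofluorescent wells are also inconclusive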
# KOR beta-arrestin-1: KOR antagonists, beta-arrestin recruitment, cell-based, luminescence, uHTS (AID 1778); actives 0.091% (n = 290,000); KOR beta-arrestin recruitment, luminescence, antagonist mode; higher % means a stronger effect; inhibition, % at 10 µM, or IC50 in µM where a hit was titrated; note: strong numbers were not always called active
# Myeloid diff MLP: compounds promoting myeloid differentiation. ER-HoxA9 myeloid progenitors, lysozyme-GFP differentiation, flow cytometry. calls only at 10 µM. actives 1% (n = 360,000);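 active = normalized GFP-positive differentiation at or above the plate's own cutoff, the solvent-only control mean plus 3 SD; inconclusive = no clear call, values can overlap the other calls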;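 note: cells exposed to compound for four days before flow analysis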
# NTR1 agonist: agonists of NTR1, primary screen, imaging, U2OS cells, beta-arrestin-GFP, high content (AID 493036) | P30989 | NTR1-U2OS beta-arrestin-GFP spot imaging, agonist mode | activation, % at 20 µM | actives 0.17% (n = 330,000);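 active = activation at or above 40% of the spot to cytoplasm intensity ratio, with at least 20 cells analyzed; inconclusive = wells under 20 cells, flagged as cytotoxic or low count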;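 note: 0% = DMSO without peptide and 100% = 100 nM NTR1 peptide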
# Target sequence (P30989 whole entry, looked up): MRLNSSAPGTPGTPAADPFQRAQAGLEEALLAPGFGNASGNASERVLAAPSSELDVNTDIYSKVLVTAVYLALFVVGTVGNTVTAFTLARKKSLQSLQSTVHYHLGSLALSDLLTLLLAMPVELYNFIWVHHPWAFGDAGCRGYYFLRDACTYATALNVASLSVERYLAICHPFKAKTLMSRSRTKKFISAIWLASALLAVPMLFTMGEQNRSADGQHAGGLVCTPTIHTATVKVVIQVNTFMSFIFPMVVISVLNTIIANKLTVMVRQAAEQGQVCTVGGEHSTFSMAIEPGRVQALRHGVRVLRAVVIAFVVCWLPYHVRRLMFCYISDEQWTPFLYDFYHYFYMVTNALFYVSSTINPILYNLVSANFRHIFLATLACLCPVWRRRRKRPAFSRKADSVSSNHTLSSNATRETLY
# GPR55 beta-arrestin: selective activators of receptor GPR55 – imaging, U2OS cells, beta-arrestin-GFP redistribution, primary screen (AID 1961) | U2OS GPR55 beta-arrestin-GFP redistribution imaging; higher % means a stronger effect | one-dose activation, % at 10 µM; EC50 in µM for titrated hits | actives 0.048% (n = 290,000);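 active = activation above 40% with more than 50 cells counted in the well; inconclusive = wells holding fewer than 50 cells, flagged as toxic or sparse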;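 note: U2OS osteosarcoma cells stably expressing GPR55 and beta-arrestin-GFP; plate controls were DMSO negative control for no effect and LPI positive control for full effect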
# NOD2 inhibition: inhibition of NOD2-driven NF-kB reporter – cell-based, luminescence, uHTS, HEK293 (AID 1566). HEK293 NOD2/NF-kB luciferase reporter, luminescence; higher % means a stronger effect. actives 0.63% (n = 290,000). inhibition, % at 4 µM; hits with a dose series show EC50 in µM; note: many of its hits are not listed in these tables
# KOR beta-arrestin-2: kappa opioid receptor activators – cell-based, luminescence, uHTS, primary screen (AID 1777); KOR beta-arrestin recruitment, luminescence; higher % means a stronger effect; activation, % at 10 µM, or EC50 in µM where a hit was titrated; actives 0.02% (n = 280,000); in the data active = activation above about 50%, passing the limit was not always enough; note: a part of the inactive calls stands beside numbers as strong as those of hits
# NOD1 inhibition: inhibition of NOD1-driven NF-kB reporter – cell-based, luminescence, uHTS, primary screen (AID 1578); NOD1-driven NF-kB luciferase reporter cells, luminescence; higher % means a stronger effect; inhibition, % at 4 µM, or EC50 in µM where a hit was titrated; actives 1% (n = 290,000); in the data active = inhibition mostly above about 36%, no sharp cut-off; inactive = mostly below about 34%;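 note: HEK-293T reporter cells stimulated with the NOD1 agonist gamma-tri-DAP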
# T cell HTS: T cell immune modulation candidate | 2C CD8+ T cell-vesicle binding, flow cytometry; stronger effect = lower value | actives 0.068% (n = 330,000) | AID 2052 | calls only at 7 µM;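 active = response, share of CD8 T cells binding vesicles, and their 90th percentile fluorescence all below set limits, cut at about 80% in these data, passing the limit was not always enough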
#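 Material: murine 2C transgenic CD8+ T lymphocytes / Also added: QL9-peptide-loaded Drosophila micro-vesicles bearing Ld, ICAM-1 and B7-1 / Schedule: binding step 1.5 h, 37 °C, antibody labelling 20 min, ice / Signal: flow cytometry, PE anti-B7-1 (FL2) versus Alexa647 anti-CD8 (FL8), PFA-fixed / Evaluation: percent CD8+ FL2 mean versus row control / Benchmarks: naked versus QL9-loaded vesicles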
# T cell HTS vesicle-bound %: further read-out of T cell HTS, marked with its call; double positive events, %; measured here: CD8+ vesicle-bound cell fraction;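 binding gate set so that unloaded-vesicle control wells show 10% double positive cells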
# NTR1 agonist cell count 20 µM: also measured in NTR1 agonist; calls as there; cell count; measured here: cell count, cytotoxicity flag
# Myeloid diff MLP GFP+ MAC1+ %: further read-out of Myeloid diff MLP, marked with its call; GFP+ MAC1+ double positive, %; measured here: differentiation confirmed by MAC1 staining
# * hit, by the source's call; i = inactive; ? = inconclusive; nt = no result given; + = active, no number; & = joins results of further samples. Cut-off read from the data, not from the text of the source, unless noted: active = inhibition above about 50%; inactive = the rest. Not all compounds are listed; rates above refer to the full screens.
SMILES,GPR55 LPI antagonism,KOR beta-arrestin-1,Myeloid diff MLP,Myeloid diff MLP GFP+ MAC1+ %,NTR1 agonist,NTR1 agonist cell count 20 µM,GPR55 beta-arrestin,NOD2 inhibition,KOR beta-arrestin-2,NOD1 inhibition,T cell HTS,T cell HTS vesicle-bound %
Cc1ccc2cccc(NC(=S)NC(=O)c3c(Br)cnn3C)c2n1,0%,25%,i,0.8,5.9,80,0.4%,12%,-3.4%,-10%,i,13
C=C(C)CNC(=S)N/N=C(\C)c1ccc(-n2ccnc2)cc1,-6%,-42%,i,5.5,3.2,80,-0.2%,-6%,-5.3%,-22%,i,46
CCOc1ccc(NC(=S)NCCCN2CCOCC2)cc1,13%,1%,i,0.2,0.8,52,0.1%,7%,-5.3%,-23%,i,51
Cc1cc(=O)[nH]c(N/N=C/c2ccc(O)c(O)c2)n1,-8%,-34%,i,0.1,1.0,49,-0.1%,-11%,4.7%,-7%,i,16
COc1cccc(N2C(=O)C3CCCN3C2=S)c1 (stereo unspecified),-1%,11%,i,0.6,1.7,105,0.0%,-18%,1.3%,-7%,i,27
O=C(COC(=O)Cc1ccc(Cl)cc1)Nc1ccccc1F,4%,-6%,i,0.2,-0.3,41,0.8%,-6%,16%,15%,i,28
COc1cccc(C(=O)Nc2c[nH]c(=O)[nH]c2=O)c1,2%,18%,i,0.5,0.5,72,-0.1%,-9%,1.2%,-12%,i,39
Cc1ccc(C(=O)NC(=S)Nc2ccc(N3CCOCC3)cc2)cc1,10%,4%,i,0.2,0.7,79,-0.1%,12%,-0.3%,28%,i,46
COc1ccc2nc(C)cc(Nc3ccc(C(=O)O)cc3)c2c1,2%,-26%,i,0.7,0.5,55,0.0%,-3%,-1.1%,-7%,i,28
Cc1ccc(C(=O)Nc2cccc(C(=O)N3CCN(C)CC3)c2)cc1,-2%,-6%,i,7.2,1.0,53,0.2%,-42%,-1.2%,-17%,i,25
O=C(NCc1ccc(Cl)cc1)C1CCC(=O)N(C2CCCCCC2)C1 (stereo unspecified),16%,3%,i,0.4,0.1,71,0.0%,2%,3.1%,0%,i,42
Cc1ccc(F)cc1NC(=O)C1CCN(c2cnccn2)CC1,-5%,15%,i,2.1,0.0,81,0.2%,2%,2.0%,0%,i,53
CC1CC(Nc2ccccc2)=NC1(C)C (stereo unspecified),-9%,-53%,i,0.7,2.0,54,0.1%,-3%,1.5%,-7%,i,21
O=C(/C=C/c1ccc(-c2ccccc2)o1)c1ccccc1,9%,12%,?,nt,2.5,43,0.5%,5%,-2.3%,55%,i,51
Cn1cnnc1SCC(=O)Nc1ccc(F)cc1,6%,-12%,i,0.5,-0.6,88,-0.1%,0%,-5.9%,-5%,i,25
CC(C)[C@@H]1NC(=O)c2cc([N+](=O)[O-])cc(I)c2OCC[C@@H](C(N)=O)NC(=O)[C@H](CCC(=O)O)NC1=O,8%,-9%,i,2.0,4.4,59,-0.3%,8%,1.1%,-32%,i,10
C/C(CC(=O)Nc1ccccc1Br)=N\NC(=O)C(=O)N1CCCC1,-6%,10%,i,0.7,2.1,96,0.3%,6%,-4.5%,-4%,i,7
COc1cc(/C=C\C(=O)NCc2ccc3c(c2)cc(C)n3C)cc(OC)c1OC,1%,-21%,i,3.1,0.7,65,-0.2%,-2%,-1.8%,-32%,i,20
O=C(CC12CC3CC(C1)CC(CC(=O)NC1=NCCS1)(C3)C2)NC1=NCCS1,8%,20%,i,0.8,-0.2,90,1.1%,-4%,-4.0%,-25%,nt,nt
Nc1nc(-c2sc3nc4c(cc3c2N)CCCC4)nc(N2CCOCC2)n1,9%,-35%,i,0.6,0.8,93,-0.3%,-32%,-3.8%,-49%,i,16
COC(=O)c1cc(CN2CCN(c3ccccc3C)CC2)ccc1O,12%,4%,i,3.1,-0.6,49,-0.1%,6%,-3.3%,0%,i,14
CCOc1ccc(NC(=O)c2ccc(Cl)c(NC(=O)c3ccco3)c2)cc1,39%,6%,i,0.3,1.5,62,-0.2%,6%,-3.8%,16%,i,50
COc1ccc(-c2cccc(C3CC=CC4C3C(=O)N(Cc3ccccc3)C4c3ccc(C(F)(F)F)cc3)c2)cc1 (stereo unspecified),10%,13%,i,1.7,3.3,97,-0.1%,2%,1.2%,-6%,i,58
Cc1ccc(NCc2n[nH]c(=S)n2-c2ccccc2)cc1,43%,6%,i,0.3,-1.7,101,0.0%,-7%,-1.2%,-30%,i,50
Cc1noc(C)c1S(=O)(=O)N(C)CC(=O)NCc1ccccc1,7%,-6%,i,1.6,-0.8,48,0.2%,2%,5.5%,-12%,i,40
CCOc1ccc(-n2c(-c3ccccc3)c[nH]c2=S)cc1,-6%,3%,i,2.2,0.1,41,-0.3%,-13%,-1.2%,-36%,i,51
O=C(CN1C2CCC1CC(NC(=O)Nc1ccccc1)C2)NCc1ccco1 (stereo unspecified),-1%,-5%,i,1.1,-0.5,78,0.5%,8%,3.2%,-6%,i,46
COc1cc(NC(=O)c2cc([N+](=O)[O-])ccc2N2CCOCC2)ccc1NC(=O)c1ccco1,7%,0%,i,0.9,-0.8,48,-0.1%,-4%,-2.1%,-45%,i,7
COc1ccc(C(=O)Nn2cnc3ccccc3c2=O)c(OC)c1,8%,-18%,i,9.7,0.6,44,-0.1%,-73%,1.8%,-12%,i,33
CC1(c2ccccc2Cl)NC(=O)N(CC(=O)NCc2ccc3c(c2)OCO3)C1=O (stereo unspecified),-4%,-14%,i,0.7,1.3,54,-0.3%,3%,1.9%,-21%,i,40
Cc1ccc(NC(=O)NC2C(NC(=O)Nc3ccc(C)cc3)N(C)C(=O)N2C)cc1 (stereo unspecified),0%,-28%,i,0.6,-0.9,53,-0.2%,16%,-2.3%,0%,i,10
Cc1ccc(CC(=O)NCc2cccnc2)cc1,-2%,-21%,nt,nt,1.8,41,0.6%,12%,-0.5%,-40%,i,40
S=C(Nc1ccccn1)c1ccccn1,-1%&3%,32%&56%,i,0.0,4.2,45,-0.1%&-0.1%,-61%&-80%,-7.0%&-1.3%,-29%&0%,+,nt
Cc1nn(-c2ccc(F)cc2)c(Cl)c1/C=C/C(=O)OCC(=O)Nc1ccc(F)cc1F,7%,-14%,i,0.8,8.8,58,-0.2%,3%,22%,-22%,i,49
CCOC(=O)N1CCc2c(sc(NC(=O)C3COc4ccccc4O3)c2C(N)=O)C1 (stereo unspecified),10%,-16%,i,0.0,7.4,49,-0.1%,11%,1.7%,-22%,i,25
N=C1C(c2nc3ccccc3[nH]2)=C(O)CN1c1ccc(F)cc1,-20%,20%,i,0.7,-1.5,58,-0.2%,-19%,-4.9%,43%,i,6
O=C(C1=C[C@@H](C2CC2)C[C@@H](OCCCCO)O1)N1CCN(Cc2ccc3c(c2)OCO3)CC1,7%,4%,i,1.0,0.8,62,-0.2%,-12%,-0.4%,2%,nt,nt
COc1cccc(C2C(C(N)=O)=C(C)Nc3nc(CCCO)nn32)c1OC (stereo unspecified),7%,2%,i,2.3,-1.1,60,-0.1%,18%,-5.0%,-13%,i,67
CCCn1c(C)cc(-c2csc(N)n2)c1C,-1%,13%,i,1.1,-0.5,52,-0.1%,16%,12%,-20%,i,47
CCOC(=O)C1CCCN(C(=O)c2cccs2)C1 (stereo unspecified),-3%,-51%,i,0.4,-2.3,77,-0.1%,5%,-3.0%,10%,i,9
CC(=O)c1ccc(OCc2cc(C(=O)NC(C)CCn3cccn3)no2)cc1 (stereo unspecified),-8%,-9%,i,0.7,-0.5,75,-0.2%,-62%,7.2%,-74%,i,6
O=C(N1CCOCC1)n1cnc2ccccc21,11%,7%,i,1.1,-0.2,61,-0.3%,9%,-3.5%,-10%,i,39
COc1ccccc1N1CCN(S(=O)(=O)c2ccccc2)CC1,-5%,4%,i,0.9,0.7,65,-0.1%,0%,-1.3%,-24%,i,30
CC(C)(CCl)C(=O)Nc1ccc(Sc2ccc(F)cc2)cc1,1%,-62%,i,0.3,5.3,73,0.2%,-12%,3.6%,32%,i,41
O=C(NCCN1CCOCC1)c1ccc2c(c1)N(Cc1c(F)cccc1Cl)C(=O)c1ccccc1S2,12%,8%,i,0.1,1.5,90,0.6%,0%,4.3%,-13%,i,65
O=c1nc2ccccc2c2n1CC(CN1CCN(c3cccc(Cl)c3)CC1)N2 (stereo unspecified),-7%,-53%,i,0.8,9.9,61,0.0%,-15%,1.4%,6%,i,51
O=C(CC(NS(=O)(=O)c1ccc(Cl)cc1)c1ccco1)NCc1ccco1 (stereo unspecified),9%,-30%,i,1.4,-0.8,56,-0.1%,16%,3.2%,26%,i,41
CCOC(=O)C1CCN(Cc2cc(=O)n3c(-c4ccccc4)csc3n2)CC1,-4%,17%,i,0.3,1.7,48,0.8%,7%,-7.4%,-29%,i,24
O=C(CSc1nnc(-c2ccc(Cl)cc2)n1CC1CCCO1)NC1CCS(=O)(=O)C1 (stereo unspecified),1%,23%,i,1.1,0.6,31,-0.4%,12%,-2.1%,-33%,i,32
O=S(=O)(c1ccc(OCC(O)CN2CCC(Cc3ccccc3)CC2)cc1)N1CCOCC1 (stereo unspecified),10%,-27%,i,6.4,-1.0,50,0.2%,3%,-0.5%,-9%,i,12
Cc1cc(NC(=O)C(C)SCC(=O)Nc2ccc(SC(F)F)cc2)no1 (stereo unspecified),1%,-22%,i,0.0,0.1,65,-0.1%,8%,12%,0%,i,44

# Three of the entries above in order of the KOR beta-arrestin-2 value, low to high:
Structure,KOR beta-arrestin-1,Myeloid diff MLP GFP+ MAC1+ %,NOD2 inhibition,KOR beta-arrestin-2,NOD1 inhibition,T cell HTS,T cell HTS vesicle-bound %
O=C(N1CCOCC1)n1cnc2ccccc21,7%,1.1,9%,-3.5%,-10%,i,39
CCOC(=O)C1CCCN(C(=O)c2cccs2)C1 (stereo unspecified),-51%,0.4,5%,-3.0%,10%,i,9
O=S(=O)(c1ccc(OCC(O)CN2CCC(Cc3ccccc3)CC2)cc1)N1CCOCC1 (stereo unspecified),-27%,6.4,3%,-0.5%,-9%,i,12

# Screens from PubChem BioAssay.
